Assay outcomes as filed in PubChem.
PTHR1 ag: agonists of human PTHR1 parathyroid hormone receptor; Q03431; HEK293 GP2 PTHR1 cells, GloSensor cAMP luminescence, 1 h; Potency, µM (top dose mostly 115 µM), inactives show at the top dose activation, usual class: activators; actives 0.075% (n = 410,000); AID 743266; further: potency means the concentration at half of the fitted maximal effect; nearly all actives have a fitted effect of over 55% in size; some results filed as inactive show a strong effect at the top dose; inactives centre near -15; many of its hits are not listed in these tables
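HEK-293-derived GP2 cells expressing PTHR1 and a GloSensor cAMP reporter, 3,000/well, plated overnight, given luciferin plus IBMX (each 0.5 mM as added) for 1 h at 37 °C, then compound for 1 h at 37 °C. Luminescence was read after 15 min at room temperature.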
CCT chaperon mod: cytosolic chaperonin activity modulation. purified chaperonin ATPase assay, HTRF ADP detection, 30 min. activity change, % (no concentration beside the values), hits read low. actives 0.3% (n = 360,000); in the data active means activity change below about -30%; further: on the % scale 0 is the no-effect control and ±100 the full control effect
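TRiC (40 or 20 nM final, by batch activity) in 30 mM Tris pH 7.4, 100 mM KCl, 5 mM MgCl2, 1 mM DTT was treated with compound at 76 uM single dose, then 10 uM ATP, 30 min at 37 °C. ADP was read by HTRF Transcreener.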
Akt phos inh: inhibitors of Akt phosphorylation | AID 651550 | actives 0.32% (n = 360,000) | Neuro2A IGF-stimulated pAkt S473 HTRF, 20 min; hits give low values | activity change, % for hits at 50 µM; in the data active means activity change below about -80%; inconclusive means mostly about -51% to -80%; further: on the % scale 0 is the no-effect control and ±100 the full control effect
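Single-point screen (50 µM final compound) in Neuro2A cells stimulated 20 min with 6 nM IGF at 37 deg C. After lysis, Ser473-phosphorylated Akt read by HTRF (ex 330 nm, em 615/665 nm) as the 665/615 ratio.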
EPAC2 antag: blocks human EPAC2 exchange factor | Q8WZA2 | AID 720708 | EPAC2 GEF exchange of Rap1B-BODIPY-GDP, fluorescence | Potency, µM (doses to about 114 µM), inactives show at the highest dose activity, negative = inhibition, most hits filed as inhibitors | actives 0.18% (n = 360,000); further: potency means the concentration at half of the fitted maximal effect; on the % scale 0 is the no-effect control and ±100 the full control effect; nearly all actives have a fitted effect of over 45% in size; many of its hits are not listed in these tables
Target sequence (Q8WZA2 whole entry, looked up): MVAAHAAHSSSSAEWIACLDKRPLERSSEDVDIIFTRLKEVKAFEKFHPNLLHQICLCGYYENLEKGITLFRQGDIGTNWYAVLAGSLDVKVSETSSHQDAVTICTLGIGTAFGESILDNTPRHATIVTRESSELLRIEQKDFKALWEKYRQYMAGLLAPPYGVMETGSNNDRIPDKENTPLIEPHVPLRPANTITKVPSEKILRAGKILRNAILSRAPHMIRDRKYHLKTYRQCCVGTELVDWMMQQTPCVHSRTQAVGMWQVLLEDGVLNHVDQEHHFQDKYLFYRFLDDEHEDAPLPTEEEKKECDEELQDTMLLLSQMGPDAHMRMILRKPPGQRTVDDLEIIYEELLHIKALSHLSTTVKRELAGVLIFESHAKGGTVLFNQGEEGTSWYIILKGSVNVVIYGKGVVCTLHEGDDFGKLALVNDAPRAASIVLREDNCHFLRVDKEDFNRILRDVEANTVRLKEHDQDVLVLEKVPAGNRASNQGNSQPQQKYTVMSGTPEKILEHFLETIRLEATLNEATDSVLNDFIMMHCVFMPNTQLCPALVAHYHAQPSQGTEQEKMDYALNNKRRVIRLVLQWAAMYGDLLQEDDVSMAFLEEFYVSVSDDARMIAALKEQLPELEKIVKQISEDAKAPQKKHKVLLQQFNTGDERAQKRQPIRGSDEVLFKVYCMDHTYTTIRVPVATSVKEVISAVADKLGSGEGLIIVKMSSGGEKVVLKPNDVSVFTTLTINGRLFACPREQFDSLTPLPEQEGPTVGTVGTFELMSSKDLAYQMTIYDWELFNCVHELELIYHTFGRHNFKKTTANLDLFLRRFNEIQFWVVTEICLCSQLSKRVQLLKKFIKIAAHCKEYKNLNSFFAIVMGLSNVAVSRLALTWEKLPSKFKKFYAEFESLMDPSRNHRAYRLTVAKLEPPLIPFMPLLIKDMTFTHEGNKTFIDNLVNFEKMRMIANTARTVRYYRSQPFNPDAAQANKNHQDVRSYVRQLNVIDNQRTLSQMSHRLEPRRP
D3 antag: antagonists of human D3 dopamine receptor; D3R cells, DiscoveRx beta-arrestin luminescence, antagonist mode; hits give low values; actives 2.5% (n = 360,000); P35462; max response, negative = inhibition, %; in the data active means max response below about -50%; inconclusive means no clear call, values can overlap the other calls; further: on the % scale 0 is the no-effect control and ±100 the full control effect; mostly tested at two doses, the higher about 12 µM
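Cells plated overnight at 1500 cells/well, then exposed to library compounds with dopamine controls for 90 minutes at 37 degrees C. DiscoveRx reagent added for 30–60 minutes at room temperature; luminescence read, quantitative HTS format.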
DRD3 agonist: agonists of human D3 dopamine receptor; P35462; D3R DiscoveRx beta-arrestin cells, luminescence, 90 min; max activation, %; actives 0.58% (n = 410,000); in the data active means max activation above about 30%; further: 0% is about no effect; mostly tested at two doses, the higher about 12 µM
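Agonist-mode cell screen: cells plated at 1500/well and incubated overnight at 37 °C, then exposed to library compounds for 90 min at 37 °C. Detection reagent was added for 30–60 min at room temperature, and luminescence was read.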
EPAC2 agonist: agonists of human EPAC2 (RAPGEF4) | Q8WZA2 | EPAC2 activation, biochemical qHTS; response scale: 100% = 6.5 mM cAMP response | Potency, µM (top dose mostly 154 µM), inactives show top-dose activation, hits mostly activators | actives 0.079% (n = 360,000); further: potency means the concentration at half of the fitted maximal effect; nearly all actives have a fitted effect of over 50% in size
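In this primary screen, activation is scored as increased exchange of BODIPY-GDP from Rap1B by 100 nM EPAC2, with 50 uM GDP as competitor. Signal is normalized to the 6.5 mM cAMP agonist control.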
MmCpn inh: blocks the Methanococcus maripaludis chaperonin Mm-Cpn. actives 0.031% (n = 330,000). Potency, µM (doses to about 76.9 µM), without a hit: at the top dose activity, negative = inhibition, usual class: inhibitors. AID 504842. purified Mm-Cpn ATPase, ADP Transcreener TR-FRET; further: potency means the concentration at half of the fitted maximal effect; on the % scale 0 is the no-effect control and ±100 the full control effect; nearly all actives have a fitted effect of over 80% in size
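Compound-treated chaperonin, 25 nM final, turns over 10 uM ATP at 37°C for 30 min following a 10 min preincubation; ADP generated competes with ADP-d2 for Eu-cryptate antibody, lowering FRET.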
An asterisk follows results filed as active; i = inactive; u = inconclusive; x = no result given; & = joins results of further samples; [ ] = another dose, or the depositor's remark. Unless noted, the call rests on the fitted dose curve; in most records, active means well fitted curve in the direction sought with a large enough effect; inconclusive means small, poorly fitted or top-dose-only effect, or another doubt; inactive means no such curve, though single readings can be large; an effect the other way counts as inactive or inconclusive. An excerpt; count on the stated rates, not on these rows.

SMILES	PTHR1 ag	CCT chaperon mod	Akt phos inh	EPAC2 antag	D3 antag	DRD3 agonist	EPAC2 agonist	MmCpn inh
C/C(=N\NC(=O)COc1ccc(C(C)(C)C)cc1)c1ccc(OC(F)F)cc1	-33%[inhibitor]	-0.7	i	-6%	16	-1	-15%	0%
COc1ccc(C(=O)NCC[N+](C)(C)C)cc1	-3%	-1.0	i	-2%	7	-4	3%	x
O=C(Nc1ccc(S(=O)(=O)N2CCCCC2)cc1)C1CC(=O)N(c2ccc(F)cc2)C1 (configuration not stated)	i	1.8	i	-12%	4	-7	6%	-1%
N#Cc1cc2c(nc1SCC(=O)Nc1sc3c(c1C#N)CCC3)CCC2	-7%	-4.4	i	-1%	16	0	5%	-9%
COc1ccc(-c2cc(C3CC3)nc(N)c2C#N)cc1	-9%	-1.1	i	1%	0	4	5%	-8%
Cc1cccc(-c2n[nH]c(=S)n2/N=C/c2ccc(C)s2)c1	18%	0.7	i	9%	14	2	1%	0%
COc1ccc2oc(C(=O)OCC(=O)NC(=O)NC(C)C)c(C)c2c1	-33%	-2.0	x	-5%	36	-3	0%	-2%
CCN(C(=O)COC(=O)c1cc(OC)ccc1Br)C1CCS(=O)(=O)C1 (configuration not stated)	-24%	-1.6	i	u	16	6	0%	2%
CS(=O)(=O)c1nsc2nc(=O)c(/C=C3\C=Nc4ccccc43)c(N)n12	-27%	-5.5	i	-20%	-30	-4	1%	-1%
NC(=O)CC(NC(=O)Cc1ccc(Br)cc1)c1ccc(NC2CCCC2)c([N+](=O)[O-])c1 (configuration not stated)	-2%	-1.7	i	7%	-21	-7	-2%	1%
Cc1ccc(COC(=O)c2ccc3c(c2)C(=O)N(CCCN2CCOCC2)C3=O)cc1	-13%	-0.6	i	-7%	6	2	10%	-1%
O=C(CCC(=O)c1cccs1)OCC(=O)c1ccccc1F	-7%	-2.5	i	4%	2	-13	5%	-6%
COc1c(C(=O)Nc2ccccc2N2CCOCC2)cc2ccccc2c1Br	-27%	-1.4	i	-5%	9	3	2%	x
COc1ccc(C2/C=C\CN(C(=O)OCC3c4ccccc4-c4ccccc43)CC(=O)N2Cc2cccc(F)c2)cc1 (configuration not stated)	i	-1.1	i	-14%	46	-24	-1%	-5%
Cc1ccc2c(c1)C1(C(=O)N2C)N2CC3(C)CN1CC(C)(C2)C3=O (configuration not stated)	u	1.1	i	20%	-2	-9	4%	-1%
Cc1cc(N(CCO)CCO)ccc1C(c1ccc(N(CCO)CCO)cc1C)c1ccccc1Cl	-1%	-1.0	i	6%	u	-8	6%	2%
COc1ccc(NS(=O)(=O)c2cccc(C(=O)N/N=C/c3cccs3)c2)cc1	-11%	-0.4	i	6%	-52*	-18	10%	0%
NC(=O)C1CCN(CC(=O)Nc2cc(S(=O)(=O)N3CCOCC3)ccc2N2CCCC2)CC1	i	3.3	i	1%	-8	-6	16%	u
CCC1(CC)Cc2ccccc2-c2nc(CN(C)C)[nH]c(=O)c21	i	-1.5	i	2%	-27	5	5%	0%
O=P(CCC(F)(F)F)(CCC(F)(F)F)CCC(F)(F)F	2%	1.0	i	19%	14	6	0%	0%
CCOC(=O)c1nccnc1C(=O)Nc1cccc(C(F)(F)F)c1	-7%	-0.8	i	-13%	18	4	-8%	0%
O=C(NCCc1ccccc1)C1CC(=O)N(C2CCCCCC2)C1 (configuration not stated)	i	-8.6	i	0%	13	1	8%	-1%
CCN(CC)CCCNc1nc2ccccc2c2nc(-c3ccncc3)nn12	-9%	0.9	i	3%	1	-13	21%	-3%
C[C@H](CO)N1C[C@H](C)[C@H](CN(C)Cc2cccc(O)c2)OCc2ccccc2-c2c(n(C)c3ccccc23)C1=O	-25%	-11	i	u	24	45*	11%	x
CC(=O)Nc1ccc(NC(=O)CSc2ncc(C(=O)Nc3ccc(F)cc3)c(=O)n2C)cc1	-11%	-1.8	i	-5%	-12	-14	-10%	-4%
COc1ccc(N2CCN(C(=O)C3CC(=O)N(c4ccc(C)cc4)C3)CC2)cc1 (configuration not stated)	-6%	0.3	i	0%	-15	7	8%	u
Cc1ccccc1OCC(=O)NNC(=O)CCc1ccccc1	i	0.7	i	3%[57.1 µM]	11	2	5%	1%
CN(C)c1ccc(C(CNC(=O)c2ccccc2F)c2c[nH]c3ccccc23)cc1 (configuration not stated)	i	-1.1	i	-4%	-17	1	24%	-4%
CCNC(=O)CSc1nc2cc([N+](=O)[O-])ccc2n1-c1cccc(C(F)(F)F)c1	i	4.1	i	11%	14	-1	-15%	3%
CN(C)N1C(N)=C(C#N)C(c2ccccc2F)C2=C1CC(C)(C)CC2=O (configuration not stated)	i	-3.7	i	4%	-12	-4	9%	-3%
COc1ccc(N2CCN(S(=O)(=O)CCNC(=O)C3CCCCC3)CC2)cc1	i	-0.3	i	0%	2	9	-6%	0%
COc1c(N2CCN(C(=S)NC3CC4CCC3C4)C(C)C2)c(F)cc2c(=O)c(C(=O)O)cn(C3CC3)c12 (configuration not stated)	-35%[inhibitor]	-1.7	i	-5%	1	7	-8%	2%
COc1cc(-n2c(N)c(C(=O)NCc3ccco3)c3nc4ccccc4nc32)cc(OC)c1OC	i	-0.1	i	-3%	84	2	1%	0%
CC(C)Cn1[nH]c2c3c(ccc2c1=O)C(=O)c1ccccc1C3=O	-20%[57.5 µM]	3.0	i	-15%[57.1 µM]	-6	6	-6%	-2%
O=C(CSc1nc2ccc(Cl)cc2o1)NCc1ccc2c(c1)OCO2	i	0.1	i	-12%	0	-11	-2%	2%
Oc1c(CN2CCCCC2)cc(COCc2ccccc2)c2cccnc12	u	2.1	i	3%	-125*	-9	1%	-7%&0%

Some entries already given, reduced to CCT chaperon mod:
| molecule | CCT chaperon mod |
| --- | --- |
| COc1ccc(N2CCN(C(=O)C3CC(=O)N(c4ccc(C)cc4)C3)CC2)cc1 (configuration not stated) | 0.3 |
| Cc1ccccc1OCC(=O)NNC(=O)CCc1ccccc1 | 0.7 |
| CN(C)c1ccc(C(CNC(=O)c2ccccc2F)c2c[nH]c3ccccc23)cc1 (configuration not stated) | -1.1 |

New compounds follow.
SMILES	PTHR1 ag	CCT chaperon mod	Akt phos inh	EPAC2 antag	D3 antag	DRD3 agonist	EPAC2 agonist	MmCpn inh
Nc1cccc(Nc2ncnc3ccccc23)c1	-1%	0.8	i	-13%	6	-6	-5%	1%
Cc1ccc(S(=O)(=O)Nc2nc(CN3CCOCC3)nc3sc(C(=O)O)c(C)c23)cc1	i	0.2	i	0%	-5	5	5%	x
O=c1[nH]c(Cc2ccc(Cl)cc2)nc2ccccc12	-5%	-1.4	i	-6%	-29	0	4%	-2%
COc1cc2cnc(-c3ccccc3)c(-c3cccc(C(F)(F)F)c3)c2cc1OC	-2%	2.1	i	u	29	18	-11%	0%
CCC(=O)N1CCc2cc(S(=O)(=O)CCC(=O)N3CCCC(C)C3)ccc21 (configuration not stated)	-8%	-1.8	i	2%	18	3	8%	0%
O=C(CCCN1C(=O)CCC1=O)Nc1cccc(C(F)(F)F)c1	i	-2.4	i	5%	-2	-4	18%	0%
CN(c1ccccc1)S(=O)(=O)c1ccc(C(=O)Nc2nccs2)cc1	i	-0.7	i	-2%	21	-1	-8%	2%
CCOc1ccccc1-c1ccc2nccn2c1	i	0.6	i	u	50	2	4%	x
COC(=O)c1nnn(Cc2ccccc2)c1N	-24%[57.5 µM]	-2.2	i	-4%	-12	4	8%	0%
COc1ccc(C(=O)c2[nH]c(N)c(C(=O)NCCc3c[nH]c4ccccc34)c2-c2ccc(Cl)cc2)cc1	i	-2.6	i	-16%	8	8	2%	x
CC1=CN2CC(O)CN=C2C=C1 (configuration not stated)	i	0.9	i	1%	7	-10	6%	-1%
O=c1ccn([C@@H]2O[C@H](CNCc3ccc(-n4cccn4)cc3)[C@@H](O)[C@H]2O)c(=O)[nH]1	-17%	-0.4	i	-4%	24	8	5%	x

A draw from above in order of SMILES length, highest first.
SMILES	PTHR1 ag	CCT chaperon mod	Akt phos inh	EPAC2 antag	D3 antag	DRD3 agonist	EPAC2 agonist	MmCpn inh
COc1ccc(C(=O)c2[nH]c(N)c(C(=O)NCCc3c[nH]c4ccccc34)c2-c2ccc(Cl)cc2)cc1	i	-2.6	i	-16%	8	8	2%	x
COc1cc2cnc(-c3ccccc3)c(-c3cccc(C(F)(F)F)c3)c2cc1OC	-2%	2.1	i	u	29	18	-11%	0%
CCC(=O)N1CCc2cc(S(=O)(=O)CCC(=O)N3CCCC(C)C3)ccc21 (configuration not stated)	-8%	-1.8	i	2%	18	3	8%	0%

Remaining list, next part.
SMILES	PTHR1 ag	CCT chaperon mod	Akt phos inh	EPAC2 antag	D3 antag	DRD3 agonist	EPAC2 agonist	MmCpn inh
CCN(C(=O)Cn1c(=O)oc2ccccc21)c1cccc(C(F)(F)F)c1	i	0.5	i	7%	6	0	3%	2%
O=C(c1ccc(Cl)cc1Cl)N1CCN(c2ccc(N3CCOCC3)nn2)CC1	-46%[inhibitor]	1.6	i	5%	-1	0	-8%	-4%
Cc1ccc2cc(NC(=O)c3ccccc3C)ccc2n1	-13%	-4.5	i	-10%	-2	-11	4%	-1%
CC(C)(C)OC(=O)NCCCCCNC(=O)c1[nH]cnc1C(=O)Nc1ccon1	-5%	1.2	i	-2%	55	11	-13%	0%
CN(C)c1ccc(/C=C2\CCCCC2=O)cc1	-24%	0.1	i	-3%	1	-7	9%	-7%
Cc1cc(C)cc(NS(=O)(=O)c2ccc3[nH]cc(C(=O)N4CCc5ccccc54)c(=O)c3c2)c1	i	0.6	i	3%	-10	1	3%	0%
N#Cc1ccc(COc2ccc(CCO)cc2-n2nc3ccccc3n2)cc1	i	-0.6	i	-1%	4	-2	12%	-2%
CCOc1cc(/C=N/Nc2nc(N3CCCC3)nc(N3CCCC3)n2)ccc1O	-28%[57.5 µM]	2.7	i	-19%	18	0	-2%	0%
CC(=O)Nc1cccc(NC(=O)C2CC3CCC2C3)c1 (configuration not stated)	-32%[inhibitor][57.5 µM]	-3.5	x	-2%	12	-6	9%	1%
